BioA inh – M. tuberculosis BioA enzyme inhibitors, primary screen, biochemical, plate reader, single point, HTS; purified M. tuberculosis BioA enzyme; inhibition, % at 9.99 µM; 360,000 tested, 0.096% active; AID 602481, 2012; in the data active = inhibition above about 40%
Vc quorum ag – inducers of Vibrio cholerae quorum light production without autoinducers, primary screen, BH1578 luxS cqsA deficient, single point; V. cholerae BH1578 lux reporter, luminescence, 6 h; activation, % at 18.7 µM; 350,000 tested, 0.16% active; AID 588436, 2011; in the data active = activation mostly above about 9.7%, no sharp cut-off; note: not every result past the cut was called active; inactives centre near 0; reference of the scale not given here
FadD28 binding – inhibitors of FadD28 bisubstrate probe binding, primary screen, biochemical, fluorescence polarization, single point. Mycobacterium tuberculosis FadD28 fatty-acid-AMP ligase. inhibition, % at 12.5 µM. AID 588549, 2011. 360,000 tested, 0.22% active; in the data active = inhibition above about 8.5%, passing the limit was not always enough
Y pestis TopoI – Yersinia pestis topoisomerase I inhibitors, primary screen, biochemical, cleavage product accumulation, plate reader, single point | AID 504884, 2011 | 360,000 tested, 0.064% active | activity, % at 10 µM | Y. pestis Topo-I cleavage product accumulation | DNA topoisomerase I (Yersinia pestis CO92); in the data active = activity above about 50%, passing the limit was not always enough; note: inactives centre near 2
GDH-TPI inh – GDH-TPI coupling enzyme inhibitors, primary screen, artefact control for M. tuberculosis FBA inhibitor project, biochemical, absorbance, full deck; 360,000 tested, 1.2% active; GDH-TPI coupled enzyme counterscreen, NADH absorbance; AID 588335, 2011; inhibition, % at 4.8 µM; in the data active = inhibition above about 30%;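 note: 0% = DMSO wells and 100% = wells lacking the enzyme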
PfHsp40 rescue – rescue of yeast from PfHsp40 toxicity, primary screen, S. cerevisiae, ATP luminescence; S. cerevisiae expressing PfHsp40, growth rescue; growth rescue, % at 12.5 µM; 340,000 tested, 0.68% active; in the data active = growth rescue above about 28%, passing the limit was not always enough;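 note: yeast W303a lacking pdr1 and pdr3 grown in galactose medium; growth measured after three days at 30 °C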
FBA Mtb inh – Mtb FBA enzyme inhibitors, primary screen, biochemical, fluorescence, strain H37Rv. AID 588726, 2011. inhibition, % at 1 µM. purified M. tuberculosis FBA, fluorescence read-out. 360,000 tested, 2.3% active. Fructose-bisphosphate aldolase (Mycobacterium tuberculosis (strain ATCC 25618 / H37Rv)), …; in the data active = inhibition above about 27%;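 note: 0% = vehicle and 100% = reference inhibitor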
Target sequence (P9WQA3 whole entry, looked up): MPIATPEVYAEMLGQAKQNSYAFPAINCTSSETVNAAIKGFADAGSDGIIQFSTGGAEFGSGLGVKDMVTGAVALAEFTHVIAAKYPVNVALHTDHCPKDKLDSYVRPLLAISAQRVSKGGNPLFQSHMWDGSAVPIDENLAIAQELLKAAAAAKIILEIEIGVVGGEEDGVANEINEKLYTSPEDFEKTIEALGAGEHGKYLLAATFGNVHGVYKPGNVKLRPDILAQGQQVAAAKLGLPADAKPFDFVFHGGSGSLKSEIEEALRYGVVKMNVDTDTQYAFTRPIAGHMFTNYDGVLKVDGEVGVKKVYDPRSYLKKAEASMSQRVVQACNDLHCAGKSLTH
TcdB inh – TcdB glycohydrolase inhibitors, primary screen, biochemical, single point, plate reader | TcdB glycohydrolase enzymatic assay | inhibition, % at 9.99 µM | 350,000 tested, 0.24% active | AID 652162, 2013; in the data active = inhibition above about 10%
UGM FP inh – M. tuberculosis UGM enzyme inhibitors, primary screen, biochemical, fluorescence polarization, single point. UDP-galactopyranose mutase (Mycobacterium tuberculosis (strain ATCC 25618 / H37Rv)), …. purified UGM, fluorescence polarization probe displacement. inhibition, % at 10 µM. 320,000 tested, 0.06% active; in the data active = inhibition above about 10%, passing the limit was not always enough
Target sequence (P9WIQ1 whole entry, looked up): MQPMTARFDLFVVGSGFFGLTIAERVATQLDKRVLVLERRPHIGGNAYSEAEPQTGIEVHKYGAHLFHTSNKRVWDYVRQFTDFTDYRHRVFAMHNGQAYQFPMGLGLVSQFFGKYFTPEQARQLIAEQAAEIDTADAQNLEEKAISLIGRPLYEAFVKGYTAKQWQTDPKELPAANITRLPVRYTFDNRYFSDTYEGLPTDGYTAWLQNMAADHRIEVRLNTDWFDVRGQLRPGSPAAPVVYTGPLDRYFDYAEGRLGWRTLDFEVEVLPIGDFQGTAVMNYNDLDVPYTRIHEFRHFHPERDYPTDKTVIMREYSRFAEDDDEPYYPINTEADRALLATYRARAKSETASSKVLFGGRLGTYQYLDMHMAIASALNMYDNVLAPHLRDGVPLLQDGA
The depositor's hits bear a star; i = inactive; nt = not tested or not shown; + = active, no number.

Fields: FadD28 binding	GDH-TPI inh	Y pestis TopoI	BioA inh	TcdB inh	PfHsp40 rescue	Vc quorum ag	UGM FP inh	FBA Mtb inh
> ON=C1CCCC2CCCCC12 (stereo unspecified)
    -0.3	6	0	-1.1	0.7	-0.9	i	nt	-2
> CCOc1ccc(NS(=O)(=O)c2cc(OC)ccc2OC)cc1
    0.4	11	8	0.0	1.7	0.0	-3.6	1.3	1
> COc1cc(C(=O)NCC(=O)OCC(=O)c2ccc[nH]2)cc(OC)c1OC
    -3.7	5	-2	-1.4	nt	0.1	-0.4	-0.9	-2
> O=C(NC(=S)Nc1cccc(NC(=S)NC(=O)c2ccco2)n1)c1ccco1
    -3.3	7	0	nt	1.8	-0.5	0.3	1.1	4
> O=C(Nc1ccc(Cl)cc1)c1ccc2c(c1)OCO2
    0.4	15	-3	-5.0	nt	1.0	-0.6	-1.3	3
> Cc1cc(/C=C2/C(=N)N3C(=NC2=O)SN=C3S(C)(=O)=O)c(C)n1-c1ccccc1F
    -11	22	3	nt	nt	0.0	i	-1.2	3
> CC[C@]12c3[nH]c4ccccc4c3CCN1C(=O)C(CC(=O)NCc1cccc(C(F)(F)F)c1)C[C@@H]2C(=O)N1CCN(C(=O)C2CC2)CC1 (stereo partly specified)
    -3.4	7	15	-2.3	1.8	-0.1	-2.0	2.1	-2
> CC1CC2(CC(C)(C(=O)CSc3nc4ccccc4s3)OC2=O)C(=O)O1 (stereo unspecified)
    -3.1	0	-9	-0.6	nt	-0.1	1.7	1.6	4
> CCC(C)[C@H](Nc1nc(-c2ccccc2)nc2c1oc1ccccc12)C(=O)O (stereo partly specified)
    -21	-2	-1	2.1	nt	1.7	i	1.4	2
> Cc1cc(OCC(=O)NCCCN2CCCC2=O)c2c(C)cc(=O)oc2c1
    0.5	11	0	nt	-0.8	0.1	i	-0.8	103*
> CCOc1ccccc1C(=O)N(CN1CCCC1=O)c1ccc(C)c(Cl)c1
    -1.9	13	6	nt	nt	-0.7	-0.4	0.1	0
> O=C(c1ccccc1)c1c[nH]c(C(=O)NNc2cccc(Cl)n2)c1
    -1.0	-4	-5	nt	3.0	0.1	i	0.2	-3
> Cc1ccccc1NC(=O)c1sc2nc(N3CCOCC3)c3c(c2c1N)CCCC3
    1.8	15	32	-0.7	1.4	0.3	i	2.3	13
> CCCNC(=O)COC(=O)c1ccc(-c2ccccc2)cc1
    1.0	-4	-1	nt	-1.0	3.8	-0.3	1.3	4
> NC(=O)NC(=O)CSc1nc(-c2ccccc2)c(-c2ccccc2)n1CC1CCCO1 (stereo unspecified)
    -3.4	-2	17	1.1	nt	-0.7	-0.2	-2.7	2
> COc1ccc(CCNC(=O)CN(C)S(=O)(=O)c2ccc3nc(C)sc3c2)cc1OC
    0.7	0	6	-0.2	-0.6	0.3	5.4	-0.9	-2
> CCCCCC1(C(=O)OCC)CC(CSC(=N)N)OC1=O (stereo unspecified)
    -2.6	-5	-5	nt	0.7	0.0	-0.4	-1.2	-2
> O=C(c1cc(F)ccc1F)C1CCCN(Cc2cccc(Cl)c2)C1 (stereo unspecified)
    -1.8	3	1	nt	2.2	0.1	i	0.3	2
> COc1ccc(N2CC(C(=O)NCc3nnnn3-c3ccc(C)c(C)c3)CC2=O)cc1 (stereo unspecified)
    -2.1	0	14	nt	0.3	-0.1	i	-0.5	1
> CC(=O)c1ccc(-n2cc(-c3ccc(C(C)(C)C)cc3)[n+]3c2SCCC3)cc1
    -0.7	9	18	nt	-0.4	0.5	-1.2	2.2	5
> Cc1ccccc1CC1(CO)CCCN(C(=O)c2cc(Cl)ccc2F)C1 (stereo unspecified)
    -3.6	-3	32	nt	0.5	1.4	-0.2	2.4	1
> O=C(Nc1cc(S(=O)(=O)N2CCOCC2)ccc1OCC(F)(F)F)C1CCCC1
    -0.8	7	-4	-0.6	1.2	nt	-4.5	nt	1
> CCc1ccccc1NC(=O)CN(C)C(=O)CN1C(=O)NC2(CCCCCC2)C1=O
    2.4	13	-2	-4.4	0.1	-1.3	-0.6	0.1	0
> CC(NO)C(C)(C)NO (stereo unspecified)
    -4.3	2	-1	0.7	nt	-0.8	0.5	-4.8	1
> CCCCOc1ccc(C(=O)OC(C)CN(C)C)cc1 (stereo unspecified)
    -1.2	-3	-2	-0.2	nt	1.3	-0.6	1.2	2
> CC(OC(=O)CN1C(=O)c2ccccc2C1=O)C(=O)NCc1ccccc1 (stereo unspecified)
    -3.5	-4	-1	-0.7	-0.4	-1.3	3.9	-1.2	1
> Cc1nc(C)c(C(=O)O)c(-c2ccsc2)c1C(=O)O
    -0.9	5	5	-0.2	-0.8	nt	-0.6	4.3	-2
> O=C(CSc1nnc(-c2ccncc2)n1CC1CCCO1)Nc1nccs1 (stereo unspecified)
    -1.6	5	1	0.0	nt	-0.4	-0.5	1.4	3
> COCCSc1ccccc1C(=O)N1CCc2ccccc2C1
    -1.2	0	1	4.1	1.0	-0.6	-0.9	0.8	-1
> CCNc1ccc(S(=O)(=O)N(C)C)cc1[N+](=O)[O-]
    -1.8	5	6	nt	0.8	-0.8	-0.4	-1.9	-2
> Cc1ccc2[nH]c3c(=O)n(CC(=O)N4CC(C)CC(C)C4)ncc3c2c1 (stereo unspecified)
    -1.2	1	10	0.3	0.1	-0.6	-0.2	0.6	5
> Cn1cc(C(=O)N2CCCC(Nc3ccc(F)cc3)C2)c2ccccc21 (stereo unspecified)
    0.0	0	18	9.7	-0.2	-2.6	-0.2	4.9	-1
> CCNc1nc(NCC)n2c(SCC(=O)Nc3ccc(CC)cc3)nnc2n1
    -0.4	-3	3	-0.6	nt	-0.4	i	0.3	0
> CCOC(=O)CCCN(c1[nH]c(C)c(C)c1C#N)S(=O)(=O)c1ccc(C)cc1
    -2.0	-9	8	-0.5	0.7	nt	i	nt	1
> CNC(=S)N/N=C/c1ccc(-c2cc([N+](=O)[O-])ccc2Cl)o1
    -1.1	15	6	nt	1.8	-2.4	-0.4	5.6	2
> O=S(=O)(NCCC1=CCCCC1)c1cccc2nsnc12
    -4.2	-1	23	nt	nt	1.2	i	nt	-1
> COCCNC(=O)CSc1nnc(-c2ccc(C)cc2)c(-c2ccc(C)cc2)n1
    -2.9	3	3	3.0	1.8	0.1	i	1.9	-2
> OC[C@H]1O[C@@H](c2nc(-c3ccccc3Br)no2)[C@H](O)[C@@H](O)[C@H]1O
    -1.6	-4	2	-0.7	0.4	nt	-0.5	nt	0
> O=S(=O)(Nc1ccc(-c2nc3cccnc3s2)cc1)c1cccs1
    -1.4	15	2	-1.4	-0.8	-0.2	-0.6	0.0	+
> CCOc1ccc(NC(=O)c2ccccc2OCC(=O)c2ccccc2)cc1
    -1.5	4	2	-1.4	nt	-2.1	-0.4	-5.6	-1
> CCOc1ccc2nc(NC(=S)NCc3ccccc3)sc2c1
    -0.9	11	2	0.6	nt	-0.9	i	nt	0
> CN(Cc1ccccc1)C(=O)c1ccc(NC(=O)Cc2ccc(NC(=O)C3CCCN(C(=O)c4ccccc4)C3)cc2)cc1 (stereo unspecified)
    -4.5	-5	9	1.4	-0.5	0.3	i	nt	0
> O=C(c1cccc(S(=O)(=O)Nc2ccc(F)cc2)c1)N1CCOCC1
    0.3	-2	2	-0.1	0.5	-0.8	0.0	0.1	-1
> O=S(=O)(c1ccccc1C(F)(F)F)N1C=CC(C(F)(F)F)=NCC1
    -0.6	21	-8	-1.3	-2.7	nt	i	nt	1
> Cc1ccc(OCC(O)CN2C(=O)NC(C)(C)C2=O)c(C)c1 (stereo unspecified)
    -0.9	4	-7	nt	1.5	0.7	-0.2	-1.2	1
> CCOC(=O)C1=CCN(S(=O)(=O)c2ccc(Cl)cc2)C1c1cccc(C)c1 (stereo unspecified)
    0.0	nt	nt	-2.9	0.2	nt	nt	nt	1
> Cc1c(Cl)cnc(NC(=O)COC(=O)Cc2coc3ccc4ccccc4c23)c1Cl
    -2.1	-6	1	-2.2	0.2	2.9	-0.6	-2.1	-2
> Cc1cc(C(=O)N2CCCC(CO)(Cc3ccc(F)cc3F)C2)nn1C (stereo unspecified)
    -2.4	-4	-1	-2.9	2.3	nt	0.0	nt	-2
> O=C(NCCOc1ccc(F)cc1)C1CCC(=O)N(Cc2ccc(Cl)cc2)C1 (stereo unspecified)
    -4.2	4	17	nt	1.0	nt	i	nt	-3
> CCCS(=O)(=O)N1CCN(C(=O)c2cc(OC)cc(OC)c2)CC1
    -3.0	-10	4	-0.4	nt	-0.1	i	-4.1	-1

Single records, from the list above:
O=C(c1cccc(S(=O)(=O)Nc2ccc(F)cc2)c1)N1CCOCC1 in the list: FadD28 binding: 0.3; GDH-TPI inh: -2; Y pestis TopoI: 2; BioA inh: -0.1; TcdB inh: 0.5; PfHsp40 rescue: -0.8; Vc quorum ag: 0.0; UGM FP inh: 0.1; FBA Mtb inh: -1
CCOc1ccc2nc(NC(=S)NCc3ccccc3)sc2c1 in the list: FadD28 binding: -0.9; GDH-TPI inh: 11; Y pestis TopoI: 2; BioA inh: 0.6; TcdB inh: nt; PfHsp40 rescue: -0.9; Vc quorum ag: i; UGM FP inh: nt; FBA Mtb inh: 0

Entries listed so far containing a nitro group on carbon:
Fields: FadD28 binding	GDH-TPI inh	Y pestis TopoI	BioA inh	TcdB inh	PfHsp40 rescue	Vc quorum ag	UGM FP inh	FBA Mtb inh
> CCNc1ccc(S(=O)(=O)N(C)C)cc1[N+](=O)[O-]
    -1.8	5	6	nt	0.8	-0.8	-0.4	-1.9	-2
> CNC(=S)N/N=C/c1ccc(-c2cc([N+](=O)[O-])ccc2Cl)o1
    -1.1	15	6	nt	1.8	-2.4	-0.4	5.6	2

Further records follow:
Fields: FadD28 binding	GDH-TPI inh	Y pestis TopoI	BioA inh	TcdB inh	PfHsp40 rescue	Vc quorum ag	UGM FP inh	FBA Mtb inh
> CN(CC(=O)NCc1cccs1)S(=O)(=O)c1cccc2cccnc12
    1.7	4	-2	0.7	1.0	-0.7	-0.6	-1.0	2
> O=C(NCCc1ccccc1)C1CCN(S(=O)(=O)N2CCOCC2)CC1
    1.6	-4	4	0.0	2.2	0.8	0.4	-1.7	2
> Cc1ccccc1SCC(=O)OCC(=O)NCc1ccccc1
    -3.8	-1	19	-0.6	1.4	-0.3	-0.8	0.6	-2
> CC(NC(=O)c1ccc(C23CC4CC(CC(C4)C2)C3)cc1)C(=O)O (stereo unspecified)
    -0.9	7	4	nt	-2.9	1.5	i	-3.7	2
> CN(C)Cc1c(C(=O)N/N=C/c2cccc3ccccc23)nnn1-c1nonc1N
    -1.4	10	-4	nt	3.2	-0.4	i	-0.2	1
> Nc1ccccc1SC1CC(=O)N(c2ccc3c(c2)OCO3)C1=O (stereo unspecified)
    -5.8	-9	1	-2.8	0.9	0.4	-0.4	-2.4	-1
> Cc1c(C(=O)OCC(=O)N(C)Cc2ccccc2)oc2ccccc12
    0.0	8	38	-0.1	1.6	1.5	i	0.8	7
> Cc1cccnc1C(NC(=O)C1CCN(Cc2cn(C)c3ccccc23)CC1)c1ccc(Cl)cc1 (stereo unspecified)
    -3.2	8	5	-0.6	-0.9	nt	-0.3	nt	-1
> Cc1cc(C)c(C)c(OCCN2CCOCC2)c1
    -0.1	14	1	0.8	-3.7	-0.9	i	-2.2	0
> Cc1ccc2oc(C(=O)NCC3CCOCC3)c(C)c2c1
    -0.6	5	9	0.4	0.0	1.8	-1.2	1.0	2
> Cc1cc(Cl)c(S(=O)(=O)Nc2ccc3c(c2)OCO3)cc1OCC(N)=O
    -3.1	0	0	0.7	nt	-0.1	-7.1	2.8	-3
> O=C(NCc1cccnc1)c1ccc([N+](=O)[O-])o1
    1.0	12	0	-0.3	0.7	0.8	i	-2.7	6
> CN1CCN(c2ccc(C(F)(F)F)cc2NC(=O)c2ccco2)CC1
    -5.6	-10	-12	-0.7	1.1	-2.1	-0.6	1.3	-1
